Source: PubChem BioAssay (several laboratories)
Insulin prom inh = TRM-6 insulin promoter activity inhibition; TRM-6 cells (human fetal islet line), insulin promoter-eGFP reporter, imaging; reporter expression induced with tamoxifen; inhibition, % at 2 µM; 0.9% of 130,000 active; AID 1273;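 active means inhibition above the mean plus 3 SD, with well images judged a real hit on visual review, cut at about 60% in these data, passing the limit was not always enough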
SDO1 yeast rescue = compounds rescuing growth of sdo1-depleted yeast, bone marrow failure model | z-score at 10 µM | 0.21% of 140,000 active | S. cerevisiae sdo1-depleted JHY4D growth rescue, OD600 30 h; stronger effect = higher value; pdr5 snq2 efflux-pump mutant strain;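 active means z-score above 3 at both the 24 hr and the 30 hr optical density reads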;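 further: z-score against mean and SD of all compound wells on the same plate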
SDO1 yeast rescue Rescue 24 h = recorded beside SDO1 yeast rescue, whose call it bears; z-score; S. cerevisiae sdo1-depleted JHY4D growth rescue, OD600; measured here: growth rescue at 24 h;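 0 is the plate mean of compound wells and units are plate SD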
An asterisk follows results filed as active.

SMILES	Insulin prom inh	SDO1 yeast rescue	SDO1 yeast rescue Rescue 24 h
CC(C)(C)c1ccc(S(=O)(=O)N2CC3CC(C2)c2cccc(=O)n2C3)cc1 (configuration not stated)	6	0.25	-0.05
Fc1ccc(N2CCN(Cc3ccc4c(c3)OCO4)CC2)cc1	4	0.02	-0.9
c1ccc2c(c1)[nH]c1cnccc12	36	0.68	0.04
O=P(NC(c1ccccc1)c1ccccc1)(Oc1ccccc1)Oc1ccccc1	-33	-0.84	-0.14
CCN1CCN(Cc2ccc(OC(F)(F)F)cc2)CC1	-31	-0.41	-0.58

Copied from the list.
`O=P(NC(c1ccccc1)c1ccccc1)(Oc1ccccc1)Oc1ccccc1` @ SDO1 yeast rescue = -0.84
`CCN1CCN(Cc2ccc(OC(F)(F)F)cc2)CC1` @ Insulin prom inh = -31

In the list so far, these contain a halogen.
SMILES	Insulin prom inh	SDO1 yeast rescue	SDO1 yeast rescue Rescue 24 h
Fc1ccc(N2CCN(Cc3ccc4c(c3)OCO4)CC2)cc1	4	0.02	-0.9
CCN1CCN(Cc2ccc(OC(F)(F)F)cc2)CC1	-31	-0.41	-0.58

A portion of the library; the hit share may differ from the screen's.
